Compound activity from PubChem.
GAA inh – qHTS Assay for Inhibitors of Human alpha-Glucosidase as a Potential Chaperone Treatment of Pompe Disease. Potency, µM (titrated, usually from 76.9 µM), inactives show at the highest dose activity change, negative = inhibition, most hits filed as inhibitors. Lysosomal alpha-glucosidase (Homo sapiens), P10253. purified human GAA, 4-MU-alpha-glucoside fluorescence. 200,000 compounds, 0.005% hits;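 further: plate controls were uninhibited enzyme wells for no effect and no-enzyme background for full effect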
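qHTS format, compound range up to 77 uM. Human lysosomal enzyme at 4 nM, 400 uM 4-MU glucoside substrate, pH 5.0, 20 min room temperature; fluorescence after alkaline stop gives activity normalized to controls.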
RECQ1 inh – qHTS Assay for Inhibitors of RecQ-Like Dna Helicase 1 (RECQ1); ATP-dependent DNA helicase Q1 (Homo sapiens), P46063; RECQ1 DNA unwinding, red fluorescence kinetic read; Potency, µM (doses to about 57.3 µM), without a hit: at the top dose activity, negative = inhibition, most hits filed as inhibitors; 240,000 compounds, 0.54% hits; AID 2549, 2010;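 further: plate controls were vehicle for no effect and no enzyme for full effect; nearly all actives have a fitted effect of over 30% in size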
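50 nM RECQ1T1 preincubated 15 min with compound in Tris pH 8.0 buffer with MgCl2, DTT, Tween-20 and 2.5 ug/ml poly(dI-dC); started with 200 nM TAMRA/BHQ-2 forked duplex and 2 mM ATP. Unwinding read as fluorescence (525/598 nm), two reads 2 h apart.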
TRb-SRC2 inh – qHTS for Inhibitors of the Interaction of Thyroid Hormone Receptor and Steroid Receptor Coregulator 2 | Thyroid hormone receptor beta (Homo sapiens), P10828 | TRbeta-SRC2 peptide binding, fluorescence polarization; receptor liganded with 1 µM T3 | Potency, µM (top dose mostly 106 µM), without a hit: at the top dose activity change, negative = inhibition, usual class: inhibitors | 280,000 compounds, 0.065% hits | AID 1469, 2008;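 further: plate controls were bound peptide for no effect and peptide without receptor for full effect; nearly all actives have a fitted effect of over 50% in size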
Target sequence (P10828 whole entry, looked up): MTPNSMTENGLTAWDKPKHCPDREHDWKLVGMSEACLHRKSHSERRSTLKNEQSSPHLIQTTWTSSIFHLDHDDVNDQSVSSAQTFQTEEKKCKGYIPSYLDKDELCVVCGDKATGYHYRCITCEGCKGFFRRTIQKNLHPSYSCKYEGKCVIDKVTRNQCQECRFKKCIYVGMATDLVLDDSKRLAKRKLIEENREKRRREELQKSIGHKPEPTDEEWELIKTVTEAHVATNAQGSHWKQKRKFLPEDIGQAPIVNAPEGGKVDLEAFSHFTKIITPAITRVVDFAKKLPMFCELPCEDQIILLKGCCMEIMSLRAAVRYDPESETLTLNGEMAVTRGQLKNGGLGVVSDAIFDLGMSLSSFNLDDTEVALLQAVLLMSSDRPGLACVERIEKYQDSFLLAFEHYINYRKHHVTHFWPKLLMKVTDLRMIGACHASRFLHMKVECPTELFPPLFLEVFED
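Human TRb ligand-binding domain (0.6 uM) is mixed with 20 nM Texas Red SRC2 peptide and 1 uM T3; after compound addition and 5 hr at ambient temperature, polarization is measured and normalized to unbound and bound controls.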
TexasRed fluor – Total Fluorescence Counterscreen for Inhibitors of the Interaction of Thyroid Hormone Receptor and Steroid Receptor Coregulator 2. TRb/SRC2 Texas Red total fluorescence interference. Potency, µM (titrated, usually from 106 µM), inactives show at the highest dose fluorescence change, negative = quenching. 280,000 compounds, 0.29% hits. AID 1479, 2009; active means well fitted curve in either direction with a large enough effect; inconclusive means small, poorly fitted or top-dose-only effect
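Flags fluorescent or light-absorbing compounds by total fluorescence, S + 2P, at 555 nm excitation and 632 nm emission. Mixture: 20 nM Texas Red SRC2 peptide, 0.6 uM human TRb LBD, 1 uM T3, 5% DMSO; compound exposure 5 h at ambient temperature.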
RGS12 GoLoco inh – qHTS Assay for Inhibitors of RGS12 GoLoco Motif Activity (Red Fluorophore) | Guanine nucleotide-binding protein G(i) subunit alpha-1 (Homo sapiens), P63096 | Gai1:RGS12 GoLoco peptide FP, rhodamine, 10 min | Potency, µM (titrated, usually from 61.6 µM), for inactives: at the top dose activity, negative = inhibition, usual class: inhibitors | 230,000 compounds, 0.44% hits | AID 880, 2007; active means well fitted inhibition curve with a large enough effect, not every such curve was filed as active; inactive means no such curve, though single readings can be large or run the other way; further: nearly all actives have a fitted effect of over 30% in size; many of its hits are not listed in these tables
Target sequence (P63096 whole entry, looked up): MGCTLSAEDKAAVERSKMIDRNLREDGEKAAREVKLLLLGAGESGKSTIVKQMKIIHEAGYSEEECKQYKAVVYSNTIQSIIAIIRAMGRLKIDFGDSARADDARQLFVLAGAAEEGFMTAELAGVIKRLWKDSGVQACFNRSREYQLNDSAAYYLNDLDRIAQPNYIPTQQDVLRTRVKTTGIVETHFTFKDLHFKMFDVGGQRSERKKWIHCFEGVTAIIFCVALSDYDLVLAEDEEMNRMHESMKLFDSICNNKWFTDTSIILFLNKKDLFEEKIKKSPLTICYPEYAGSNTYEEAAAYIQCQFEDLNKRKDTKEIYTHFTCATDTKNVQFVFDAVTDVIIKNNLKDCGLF
L3MBTL1 inh – qHTS Assay for the Inhibitors of L3MBTL1; Lethal(3)malignant brain tumor-like protein 1 (Homo sapiens), Q9Y468; AlphaScreen L3MBTL1–H3K9me1 peptide binding; Potency, µM (highest dose often 57.1 µM), for inactives: at the top dose activity, negative = inhibition, usual class: inhibitors; 230,000 compounds, 0.66% hits; further: nearly all actives have a fitted effect of over 60% in size
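L3MBTL1 (50 nM) pre-complexed 30 min with biotinylated H3(1-15)K9me1 peptide (75 nM), then compounds added for 30 min at room temperature; AlphaScreen streptavidin donor/nickel chelate acceptor beads (10 ug/mL final) read after 30 min dark incubation.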
GAA spleen mod – qHTS Assay for Inhibitors and Activators of Human alpha-Glucosidase From Spleen Homogenate; human spleen homogenate, 4-MU-alpha-glucoside fluorescence; Lysosomal alpha-glucosidase (Homo sapiens), P10253; Potency, µM (titrated, usually from 79.9 µM), for inactives: at the top dose activity change, negative = inhibition, hits mostly inhibitors; 240,000 compounds, 0.006% hits; AID 2112, 2009;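 further: 0% = enzyme with vehicle and -100% = no enzyme basal signal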
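Enzyme source: human spleen homogenate, 1 ug/well. Buffer 50 mM citric acid/K phosphate pH 5.0, 0.01% Tween-20. 4-MU-alpha-glucoside 1 mM; 37 C x 40 min; NaOH/glycine stop; fluorescence.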
GAA glycogen – qHTS Assay for Inhibitors and Activators of Human alpha-Glucosidase Cleavage of Glycogen; Lysosomal alpha-glucosidase (Homo sapiens), P10253; recombinant GAA, glycogen substrate, Amplex Red glucose oxidase fluorescence; Potency, µM (titrated, usually from 76.4 µM), for inactives: at the top dose activity change, negative = inhibition, actives largely listed as inhibitors; 300,000 compounds, 0.38% hits; AID 2100, 2009;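 further: 0% = full enzyme reaction and -100% = no-enzyme basal signal; the screen sought inhibitors and activators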
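qHTS, 1536-well; enzyme 4 nM final; cpd up to 77 uM; substrate bovine liver glycogen 30 ug; 50 mM citrate/phosphate pH 5.0, 0.01% Tween-20; 37 C, 40 min; Amplex Red detection 45 min RT; Hill fit → AC50.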
Active calls of the source: *; i = inactive; ? = inconclusive; / = no result given; [ ] = another dose, or the depositor's remark. Unless noted, the call rests on the fitted dose curve; in most records, active means well fitted curve in the direction sought with a large enough effect; inconclusive means small, poorly fitted or top-dose-only effect, or another doubt; inactive means no such curve, though single readings can be large; an effect the other way counts as inactive or inconclusive. Unless noted, on the % scale 0 is the no-effect control and ±100 the full control effect; potency means the concentration at half of the fitted maximal effect. A portion of the library, so the mix of outcomes need not match the whole.

SMILES | GAA inh | RECQ1 inh | TRb-SRC2 inh | TexasRed fluor | RGS12 GoLoco inh | L3MBTL1 inh | GAA spleen mod | GAA glycogen
C/C(CC(=O)Nc1cccc(Cl)c1C)=N\NC(=O)Cc1csc(N)n1 | 1% | 1% | 5% | -2% | 10% | -9% | -13% | -27%
CCOC(=O)C1CCN(CC(O)COCc2cccs2)CC1 (centres undefined) | 7% | -4% | -2% | -1% | 12% | 3% | 2% | -11%
CC(NC(=O)Cc1ccccc1)c1ccc(F)cc1 (centres undefined) | -1% | -1% | -5% | 0% | -4% | 1% | -1% | -2%
O=C(COc1ccccc1Cl)NC(=S)N1CCc2ccccc21 | 3% | -11% | -10% | -4% | 10% | -1% | -11% | 2%
Cc1ccccc1N1OC2C(=O)N(c3ccc(F)cc3)C(=O)C2C1c1ccccn1 (centres undefined) | -6% | -9% | -5% | 3% | 8% | 7% | 1% | -27%
O=C(c1ccc(Cl)cc1)[C@@H]1[C@@H]2C(=O)N(c3ccc(Cl)cc3)C(=O)[C@@H]2C2c3ccccc3C=NN21 (some centres undefined) | 2% | -8% | 1% | 2% | 0% | -4% | -5% | 2%
CC1CC2=C(CC1/C=N/NC(N)=S)C(C)(C)CCC2 (centres undefined) | -11% | -15% | -1% | -1% | 16% | / | -1% | ?
CC(=O)Oc1ccc(C(=O)Nc2cccc(C(=O)NC(C)(C)C)c2)cc1 | -10% | -6% | 2% | 1% | -9% | / | -3% | 5%
O=C(Nc1ccc(Cl)c(Cl)c1)N1CCSCC1 | 1% | -7% | -22% | 1% | 6% | 6% | 0% | -1%
O=C(N/N=C/c1ccc2ncccc2c1)c1ccco1 | -4% | i | -7% | -2% | 7% | 2% | -3% | 11%
CCc1nnc(SCC(=O)NC2CCCCC2)nc1CC | -1% | -13% | -12% | 2% | 9% | 2% | -1% | 1%
O=C(Nc1nc(-c2ccc(Oc3ccccc3)cc2)cs1)C1=COCCO1 | -4% | -2% | -5% | -1% | 3% | -6% | -11% | -8%

Next section; it opens with the six that closed the last part.
SMILES | GAA inh | RECQ1 inh | TRb-SRC2 inh | TexasRed fluor | RGS12 GoLoco inh | L3MBTL1 inh | GAA spleen mod | GAA glycogen
CC1CC2=C(CC1/C=N/NC(N)=S)C(C)(C)CCC2 (centres undefined) | -11% | -15% | -1% | -1% | 16% | / | -1% | ?
CC(=O)Oc1ccc(C(=O)Nc2cccc(C(=O)NC(C)(C)C)c2)cc1 | -10% | -6% | 2% | 1% | -9% | / | -3% | 5%
O=C(Nc1ccc(Cl)c(Cl)c1)N1CCSCC1 | 1% | -7% | -22% | 1% | 6% | 6% | 0% | -1%
O=C(N/N=C/c1ccc2ncccc2c1)c1ccco1 | -4% | i | -7% | -2% | 7% | 2% | -3% | 11%
CCc1nnc(SCC(=O)NC2CCCCC2)nc1CC | -1% | -13% | -12% | 2% | 9% | 2% | -1% | 1%
O=C(Nc1nc(-c2ccc(Oc3ccccc3)cc2)cs1)C1=COCCO1 | -4% | -2% | -5% | -1% | 3% | -6% | -11% | -8%
COc1ccc(C2C3=C(CC(C)(C)CC3=O)OC(N)=C2[N+](=O)[O-])cc1 (centres undefined) | -6% | i | 8% | -2% | 0% | 5% | 3% | -6%
COc1ccccc1NCC(=O)N/N=C/c1cccnc1 | -12% | -16% | -14% | -3% | 2% | 20% | -5% | ?
Cc1cc2oc(C(=O)Nc3ccc(S(=O)(=O)N4CCCC(C)C4)cc3)cc(=O)c2cc1Cl (centres undefined) | -12% | -4% | 5% | -1% | 12% | -3% | -1% | -5%
O=C1C(C=Nc2ccc(F)cc2)=C(O)c2ccccc21 | -1% | -4% | 4% | 0% | 2% | 3% | -11% | -9%
Cc1c(C(=O)NC(C)c2ccncc2)oc2ccccc12 (centres undefined) | -4% | -5% | 1% | 1% | 9% | -2% | 7% | 8%
COc1ccccc1-n1ccnc1SCC(=O)NCc1ccco1 | -2% | i | 6% | -3% | 6% | 16% | / | 2%
CCn1nnnc1-c1ccc(OC)c(S(=O)(=O)Nc2ccc(OC)cc2)c1 | 6% | -6% | -2% | -9% | -4% | / | -3% | -6%
COc1ccccc1OCC#CCNC1CCCCC1C (centres undefined) | -13% | 5% | -7% | 0% | -10% | 4% | 2% | 13%
Cc1ccc(N=Nc2[nH]c3ccccc3c2O)cc1 | 4% | 6% | -5% | -5% | 13µM* | -10% | 5% | 4%
Cc1ccc(NC(=O)c2cc(NC(=O)CCCC(=O)O)ccc2Cl)cc1Cl | 8% | -3% | -3% | 2% | 20% | -4% | 0% | 2%
O=C(CCN1C(=O)c2ccccc2C1=O)N1CCCCCC1 | ? | -6% | -12% | 0% | -15% | / | -14% | 2%
CC1=C(C(=O)OCC(C)C)C(c2ccccc2Cl)NC(=O)N1C (centres undefined) | -11% | -5% | -22% | 2% | 1% | / | 9% | 2%
CCC(C)NCCOc1ccc(C(C)(C)c2ccccc2)cc1 (centres undefined) | ? | 6% | -2% | 3% | -12% | -8% | 4% | 1%
Cc1c(NC(=O)c2ccc(N3C(=O)C4C5C=CC(C5)C4C3=O)cc2)c(=O)n(-c2ccccc2)n1C (centres undefined) | 2% | i | -1% | -5% | / | -3% | -5% | 6%
CC(Sc1nc(=O)cc(N)n1CCc1ccccc1)C(=O)NCc1ccccc1 (centres undefined) | -6% | -4% | 2% | -3% | 9% | 33%[activator] | -2% | 5%
CCOC(=O)C1(CC2CCCCO2)CCN(S(=O)(=O)c2ccccc2)CC1 (centres undefined) | 1% | -9% | -1% | -1% | 0% | 0% | -13% | -14%
CCSCCOC(=O)C1=C(C)NC(=O)NC1c1ccc2c(c1)OCO2 (centres undefined) | -4% | 0% | 7% | -2% | 2% | / | 8% | 3%
O=C1CC(c2ccccc2)=NN1c1nc(-c2ccccc2)cs1 | -5% | ? | ? | 32µM*[quencher] | 34%[activator] | -18% | -6% | -27%
Cc1ccc(CNC(=O)CCc2nc(-c3cccs3)no2)cc1 | 0% | i | -10% | 1% | 3% | / | 0% | 7%
CCOC(=O)c1c(-c2ccccc2)csc1NC(=S)NC | 7% | 0% | -7% | -1% | 2% | 5% | 9% | -7%
O=C(CSc1nnc(Cn2c(=O)sc3ccccc32)n1-c1ccccc1)N1CCCC1 | ? | -4% | 6% | -5% | -4% | -1% | -4% | 0%
COC(=O)C(C)N1C(=O)S/C(=C\c2cc(C)n(-c3ccccn3)c2C)C1=O (centres undefined) | -12% | -6% | 0% | 1% | -7% | / | -7% | 1%
COc1ccc(-n2c(SCC(=O)N3CCCC(C)C3)nnc2-c2cccnc2)cc1 (centres undefined) | 9% | -9% | -16% | -1% | / | -6% | 2% | 7%
COc1ccc(/C=C/C(=O)c2ccc(C)s2)cc1 | / | -5% | -4% | -4% | 2% | / | -6% | /
Nc1c(C(=O)Nc2ccc3c(c2)OCCO3)nnn1CCc1ccccc1 | -6% | -4% | 1% | -1% | 10% | / | 13% | 0%
CCn1c(C)c(C(C)=O)c(N2CCCC2)nc1=S | 4% | i | -2% | 2% | / | 1% | 4% | -12%
O=C(CSc1ccc(-c2ccc(Cl)cc2)nn1)Nc1ccc2c(c1)OCCO2 | 3% | -7% | 7% | -8% | 0% | -1% | -2% | 4%
Cc1[nH]n(-c2ccccc2)c(=O)c1/C=N/NC(=O)c1ccoc1C | -5% | -2% | -6% | -2% | 12% | -9% | -6% | 6%
Cc1nc2cc(NC(=O)Nc3ccc(Br)cc3)ccc2o1 | 12% | -6% | 4% | 0% | 14% | 2% | -5% | -11%
O=c1[nH]c(NCc2ccco2)nnc1Cc1ccccc1Cl | ? | -3% | -22% | -3% | -2% | / | -22% | 3%
COc1ccc(C(=O)c2ccc(Br)cc2)cc1 | -2%[15.4 µM] | -18% | 2% | 2% | 6% | 7% | -8% | 5%
Cc1cc(NC(=O)c2cccc3ccccc23)cc(C)c1OCC(=O)N1CCOCC1 | 3% | -5% | -10% | -3% | 5% | / | -3% | 2%
